PPARg SRC-2 ag = PPARgamma-driven SRC-2 recruitment agonism | 0.34% of 200,000 active | PPARgamma LBD-SRC-2 recruitment, biochemical | activation, % at 8 µM | P37231; in the data active means activation above about 22%;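 further: 0% = vehicle and 100% = reference agonist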
Target sequence (P37231 whole entry, looked up, the tested form may be a part): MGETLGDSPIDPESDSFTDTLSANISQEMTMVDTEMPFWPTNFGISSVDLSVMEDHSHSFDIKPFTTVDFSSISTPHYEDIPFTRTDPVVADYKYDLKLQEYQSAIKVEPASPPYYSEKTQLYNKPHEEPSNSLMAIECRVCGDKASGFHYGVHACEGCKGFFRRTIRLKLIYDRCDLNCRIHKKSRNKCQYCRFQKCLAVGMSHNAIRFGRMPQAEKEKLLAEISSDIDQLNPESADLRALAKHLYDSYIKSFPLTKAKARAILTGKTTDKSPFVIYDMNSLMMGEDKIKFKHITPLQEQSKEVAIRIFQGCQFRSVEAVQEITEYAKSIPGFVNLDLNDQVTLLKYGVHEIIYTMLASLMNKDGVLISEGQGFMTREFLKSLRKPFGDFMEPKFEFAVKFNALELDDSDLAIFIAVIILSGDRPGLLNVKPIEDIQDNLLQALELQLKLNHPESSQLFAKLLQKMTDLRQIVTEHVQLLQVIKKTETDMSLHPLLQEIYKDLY
TR-FRET SRC-2 ct = flags TR-FRET format artefacts in PPARgamma SRC-2 recruitment agonist screen; TR-FRET artefact counter-screen; active compounds read high; TR-FRET ratio at 8 µM; 0.4% of 200,000 active; in the data active means TR-FRET ratio above about 2000; further: inactives centre near 1500; reference of the scale not given here
S1P3 antag = S1P3 (human) receptor antagonism. Q99500. 0.27% of 170,000 active. inhibition, % at 4.98 µM. CHO S1P3 NFAT-BLA reporter, FRET fluorescence, antagonist mode;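 active means inhibition above the plate cutoff, the mean inhibition of test wells on that plate plus 3 SD, cut at about 28% in these data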;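 further: cells challenged with S1P at its EC80 of 0.8 µM; blue over green emission ratio from cleaved BLA substrate after 4 h stimulation; 0% = S1P-stimulated wells and 100% = unstimulated DMSO-only wells; some compounds past the cut are filed as inactive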
ROMK mod = modulators of human ROMK potassium channel; Tet-inducible ROMK, thallium flux fluorescence; actives lie on both sides; B-score at 10 µM; 2% of 130,000 active; P48048;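 active means signal ratio slope over the read window, or its plate-corrected B-score, at least 3 SD from the plate mean, either direction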;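 further: B-score of the F/F0 ratio slope over 7 to 12 s after thallium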
Target sequence (P48048 whole entry, looked up): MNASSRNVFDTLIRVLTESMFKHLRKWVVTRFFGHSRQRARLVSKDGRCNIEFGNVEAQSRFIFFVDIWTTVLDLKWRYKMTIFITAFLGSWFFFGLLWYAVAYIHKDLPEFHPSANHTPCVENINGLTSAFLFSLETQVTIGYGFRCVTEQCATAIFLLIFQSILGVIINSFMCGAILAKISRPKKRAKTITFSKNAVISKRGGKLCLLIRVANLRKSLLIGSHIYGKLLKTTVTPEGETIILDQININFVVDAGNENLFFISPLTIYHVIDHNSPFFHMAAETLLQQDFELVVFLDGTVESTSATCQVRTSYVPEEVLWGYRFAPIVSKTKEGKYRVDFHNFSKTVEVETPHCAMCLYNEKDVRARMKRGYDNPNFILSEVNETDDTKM
PPARg SRC-1 ag = agonists of human PPARgamma SRC-1 coactivator recruitment; 0.41% of 200,000 active; PPARgamma-SRC-1 coactivator recruitment biochemical assay; AID 631; activation, % at 8 µM; in the data active means activation above about 19%;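 further: 0% = DMSO and 100% = reference agonist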
Redox H2O2 prof = compounds producing H2O2 with reducing agent – biochemical, NIH compound library profiling, artefact control for MLSCN library redox annotation, primary screen. DTT-dependent redox cycling H2O2, phenol red/HRP absorbance; 100% = 100 µM peroxide control, 0% = buffer. activation, % at 10 µM. 0.03% of 200,000 active. AID 878;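 active means activation of at least 50% relative to the plate's high and low controls in the primary single-dose screen; inactive means activation below 50%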;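 further: compound incubated with DTT at 0.8 mM final as the reducing agent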
L major viab = Leishmania major promastigote growth inhibition; 9% of 200,000 active; Leishmania major promastigotes, resazurin fluorescence viability; inhibition, % at 10 µM; in the data active means inhibition above about 50%;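 further: promastigotes grown with compound for 44 hours at 28 °C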
bIAP act = intestinal alkaline phosphatase (bovine) activation | purified bovine IAP, CDP-star luminescence, 30 min; active compounds read high; fold of DMSO-control signal, blank-subtracted | activation factor at 20 µM | 0.17% of 200,000 active | AID 1016;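 active means activation factor of 2 or more at 20 µM, a signal rise over negative controls twice the positive control's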
bIAP inh = intestinal alkaline phosphatase (bovine) inhibition | purified bovine IAP, CDP-star luminescence, 30 min | inhibition, % at 20 µM | 190,000 tested, under 10 active | AID 1019;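 active means over 50% inhibition of intestinal alkaline phosphatase at 20 µM in the single-dose screen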
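Assay system: bovine IAP enzyme; medium: DEA buffer 100 mM, pH 9.8, with MgCl2 1.0 mM, ZnCl2 0.02 mM; doses: 20 µM single dose; incubation: enzyme reaction for 30 min at room temperature; detection: CDP-star luminescence signal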
PPARg SRC-3 ag = agonists of human PPARgamma SRC-3 coactivator recruitment. P37231. biochemical PPARgamma/SRC-3 coactivator recruitment assay. activation, % at 8 µM. 0.26% of 200,000 active. AID 731; in the data active means activation above about 23%;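 further: 0% = DMSO and 100% = reference agonist; some compounds past the cut are filed as inactive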
TLR4 MyD88 comp = inhibitors of human TLR4-MyD88 binding. O00206+Q99836. HeLa CL3-4 TLR4/MyD88 BLA complementation, FRET ratio. inhibition, % at 8.4 µM. 0.18% of 200,000 active. AID 861; in the data active means inhibition above about 25%;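 further: 0% = vehicle and 100% = reference inhibitor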
Starred values were filed as active, the others as inactive.

How did COc1ccc(-c2nn(-c3ccccc3)cc2CNCCN2CCOC2=O)c(F)c1 do in these assays?
PPARg SRC-2 ag: -12; TR-FRET SRC-2 ct: 1377; S1P3 antag: 1; ROMK mod: 0.13; PPARg SRC-1 ag: -6; Redox H2O2 prof: -10; L major viab: 11; bIAP act: 1.1; bIAP inh: -6; PPARg SRC-3 ag: 2; TLR4 MyD88 comp: 1

How did CC(C)c1nc(N2CCCC2)c(C#N)c2c1CCCC2 do in these assays?
PPARg SRC-2 ag: 4; TR-FRET SRC-2 ct: 1453; S1P3 antag: -10; PPARg SRC-1 ag: -5; Redox H2O2 prof: 3.2; L major viab: -4; bIAP act: 0.8; bIAP inh: 21; PPARg SRC-3 ag: -1; TLR4 MyD88 comp: -1

What do the screens show for `O=C(NCc1ccccn1)c1cc2ccccn2n1`?
PPARg SRC-2 ag: 4; TR-FRET SRC-2 ct: 1557; S1P3 antag: -2; PPARg SRC-1 ag: -3; Redox H2O2 prof: 0.6; L major viab: -2; bIAP act: 1; bIAP inh: 4; PPARg SRC-3 ag: 6; TLR4 MyD88 comp: -1

How did CCCNC(=O)NC(=O)COC(=O)c1ccc(S(=O)(=O)N(C)c2ccccc2OC)cc1 do in these assays?
PPARg SRC-2 ag: 3; TR-FRET SRC-2 ct: 1727; S1P3 antag: 6; ROMK mod: 1.4; PPARg SRC-1 ag: 1; Redox H2O2 prof: -2.5; L major viab: 73*; bIAP act: 1; bIAP inh: -1; PPARg SRC-3 ag: 3; TLR4 MyD88 comp: -5

Results for NC(=O)CC(O)c1cccc(Cl)c1 (stereo not drawn) ?
PPARg SRC-2 ag: -2; TR-FRET SRC-2 ct: 1591; S1P3 antag: -35; PPARg SRC-1 ag: -4; Redox H2O2 prof: -0.4; L major viab: -6; bIAP act: 0.9; bIAP inh: 9; PPARg SRC-3 ag: 0; TLR4 MyD88 comp: 11

Results for COc1ccc(Nc2nc(Cl)nc(N3CCN(c4ccc(OC)cc4)CC3)n2)cc1 ?
PPARg SRC-2 ag: 6; TR-FRET SRC-2 ct: 1450; S1P3 antag: -3; ROMK mod: -0.74; PPARg SRC-1 ag: -2; Redox H2O2 prof: -0.9; L major viab: 53*; bIAP act: 1; bIAP inh: -2; PPARg SRC-3 ag: 3; TLR4 MyD88 comp: 8

What do the screens show for `Cc1ccc(-n2c(Cc3cccc4ccccc34)n[nH]c2=S)c(C)c1`?
PPARg SRC-2 ag: 0; TR-FRET SRC-2 ct: 1391; S1P3 antag: -6; ROMK mod: 1.1; PPARg SRC-1 ag: -11; Redox H2O2 prof: -0.4; L major viab: 20; bIAP act: 1; bIAP inh: 0; PPARg SRC-3 ag: 1; TLR4 MyD88 comp: -30

What do the screens show for `FC(F)(F)c1cc(-c2cccs2)nc2nc(N3CCOCC3)sc12`?
PPARg SRC-2 ag: 7; TR-FRET SRC-2 ct: 1714; S1P3 antag: 2; ROMK mod: 0.14; PPARg SRC-1 ag: 12; Redox H2O2 prof: -0.1; L major viab: 0; bIAP act: 1.1; bIAP inh: -11; PPARg SRC-3 ag: 3; TLR4 MyD88 comp: -1

Results for CCCCOC(=O)C1=C(C)Nc2ncnn2C1c1cccc(OC)c1OC (stereo not drawn) ?
PPARg SRC-2 ag: -3; TR-FRET SRC-2 ct: 1582; S1P3 antag: 7; PPARg SRC-1 ag: 0; Redox H2O2 prof: 0.8; L major viab: 10; bIAP act: 1; bIAP inh: 3; PPARg SRC-3 ag: -2; TLR4 MyD88 comp: 6

What do the screens show for `CCC(=O)Nc1ccc(S(=O)(=O)Nc2ncccn2)cc1`?
PPARg SRC-2 ag: 8; TR-FRET SRC-2 ct: 1649; ROMK mod: 2.3; PPARg SRC-1 ag: -5; Redox H2O2 prof: 0.7; L major viab: 0; bIAP act: 1.1; bIAP inh: -8; PPARg SRC-3 ag: -4; TLR4 MyD88 comp: 10

Next part; the last 2 above are carried over.
Results for CCCCOC(=O)C1=C(C)Nc2ncnn2C1c1cccc(OC)c1OC (stereo not drawn) ?
PPARg SRC-2 ag: -3; TR-FRET SRC-2 ct: 1582; S1P3 antag: 7; PPARg SRC-1 ag: 0; Redox H2O2 prof: 0.8; L major viab: 10; bIAP act: 1; bIAP inh: 3; PPARg SRC-3 ag: -2; TLR4 MyD88 comp: 6

What do the screens show for `CCC(=O)Nc1ccc(S(=O)(=O)Nc2ncccn2)cc1`?
PPARg SRC-2 ag: 8; TR-FRET SRC-2 ct: 1649; ROMK mod: 2.3; PPARg SRC-1 ag: -5; Redox H2O2 prof: 0.7; L major viab: 0; bIAP act: 1.1; bIAP inh: -8; PPARg SRC-3 ag: -4; TLR4 MyD88 comp: 10

Results for CCCOc1ccc(N2CC(C(=O)NC3=NCCS3)CC2=O)cc1 (stereo not drawn) ?
PPARg SRC-2 ag: 4; TR-FRET SRC-2 ct: 1616; S1P3 antag: -4; PPARg SRC-1 ag: 7; Redox H2O2 prof: 0.5; L major viab: 10; bIAP act: 0.9; bIAP inh: 7; PPARg SRC-3 ag: 4; TLR4 MyD88 comp: 2

What do the screens show for `O=c1c2cnn(-c3ccccc3)c2ncn1Cc1ccco1`?
PPARg SRC-2 ag: 4; TR-FRET SRC-2 ct: 1629; ROMK mod: -0.73; PPARg SRC-1 ag: 5; Redox H2O2 prof: 0.2; L major viab: -5; bIAP act: 0.9; bIAP inh: 13; PPARg SRC-3 ag: -3; TLR4 MyD88 comp: -4

Results for CCCCCCCn1c2c(c(=N)c3ccccc31)CCC2 ?
PPARg SRC-2 ag: -13; TR-FRET SRC-2 ct: 1278; S1P3 antag: -4; ROMK mod: -2.6; PPARg SRC-1 ag: 0; Redox H2O2 prof: -0.6; L major viab: 100*; bIAP act: 0.9; bIAP inh: 7; PPARg SRC-3 ag: 6; TLR4 MyD88 comp: 28*

How did C/C(CC(=O)NC1CCCC1)=N\NC(=O)C1CCCCC1 do in these assays?
PPARg SRC-2 ag: -3; TR-FRET SRC-2 ct: 1437; S1P3 antag: -10; ROMK mod: -0.57; PPARg SRC-1 ag: -10; Redox H2O2 prof: 0.1; L major viab: -5; bIAP act: 1; bIAP inh: 1; PPARg SRC-3 ag: 0; TLR4 MyD88 comp: -7

What do the screens show for `COc1ccc(-n2c(=O)cc(N3CCN(c4ccccc4F)CC3)[nH]c2=O)cc1`?
PPARg SRC-2 ag: 5; TR-FRET SRC-2 ct: 1629; S1P3 antag: -8; ROMK mod: -0.031; PPARg SRC-1 ag: -2; Redox H2O2 prof: -0.7; L major viab: -1; bIAP act: 1; bIAP inh: 4; PPARg SRC-3 ag: -2; TLR4 MyD88 comp: 6

How did CC(=O)n1nc(-c2cccnc2)nc1N do in these assays?
PPARg SRC-2 ag: 5; TR-FRET SRC-2 ct: 1381; S1P3 antag: -2; PPARg SRC-1 ag: 1; Redox H2O2 prof: -0.2; L major viab: 1; bIAP act: 1; bIAP inh: 3; PPARg SRC-3 ag: 0; TLR4 MyD88 comp: 7

What do the screens show for `CCN(CC)S(=O)(=O)N1CCC(C(=O)NC2CCCc3ccccc32)CC1` (stereo not drawn)?
PPARg SRC-2 ag: 0; TR-FRET SRC-2 ct: 1545; S1P3 antag: -21; PPARg SRC-1 ag: 0; Redox H2O2 prof: 0.9; L major viab: -4; bIAP act: 1.1; bIAP inh: -15; PPARg SRC-3 ag: -3; TLR4 MyD88 comp: 10

What do the screens show for `COc1ccc(Nc2nc(N)nc(CSc3n[nH]c(-c4ccccc4)n3)n2)cc1`?
PPARg SRC-2 ag: 2; TR-FRET SRC-2 ct: 1495; S1P3 antag: -2; ROMK mod: -2.2; PPARg SRC-1 ag: 4; Redox H2O2 prof: -1.7; L major viab: 4; bIAP act: 0.9; bIAP inh: 8; PPARg SRC-3 ag: -5; TLR4 MyD88 comp: -15

Results for CNC(=O)C(=O)NCCN1CCN(C(=O)c2ccc([N+](=O)[O-])cc2)CC1 ?
PPARg SRC-2 ag: 6; TR-FRET SRC-2 ct: 1586; S1P3 antag: -5; ROMK mod: 0.64; PPARg SRC-1 ag: 6; Redox H2O2 prof: -0.9; L major viab: -6; bIAP act: 1; bIAP inh: -2; PPARg SRC-3 ag: 2; TLR4 MyD88 comp: 0

How did CCOc1ccc(CNc2nc3ccccc3n2CCN2CCOCC2)cc1 do in these assays?
PPARg SRC-2 ag: 13; TR-FRET SRC-2 ct: 1823; ROMK mod: -0.33; PPARg SRC-1 ag: -1; Redox H2O2 prof: 1.9; L major viab: 5; bIAP act: 0.9; bIAP inh: 13; PPARg SRC-3 ag: -8; TLR4 MyD88 comp: 4

Results for O=C(Nc1ccc(NC(=O)c2ccco2)nc1)c1ccccn1 ?
PPARg SRC-2 ag: 3; TR-FRET SRC-2 ct: 1538; PPARg SRC-1 ag: 6; Redox H2O2 prof: -2.4; L major viab: -7; bIAP act: 1; bIAP inh: 0; PPARg SRC-3 ag: 4; TLR4 MyD88 comp: 1

What do the screens show for `CCn1c(SCC(=O)N2CCCCC2C)nc2ccsc2c1=O` (stereo not drawn)?
PPARg SRC-2 ag: 1; TR-FRET SRC-2 ct: 1766; PPARg SRC-1 ag: 8; Redox H2O2 prof: -0.2; L major viab: 0; bIAP act: 1; bIAP inh: 0; PPARg SRC-3 ag: -5; TLR4 MyD88 comp: -4

What do the screens show for `CCC(CC)C(=O)Nc1cccc(/C(C)=N/NC(=O)c2ccccc2Cl)c1`?
PPARg SRC-2 ag: -1; TR-FRET SRC-2 ct: 1540; ROMK mod: 0.3; PPARg SRC-1 ag: 4; Redox H2O2 prof: 0.1; L major viab: 1; bIAP act: 1; bIAP inh: -1; PPARg SRC-3 ag: 4; TLR4 MyD88 comp: -1

How did CNC(=S)N/N=C/c1cn(CCOc2ccc(OC)cc2)c2ccccc12 do in these assays?
PPARg SRC-2 ag: 2; TR-FRET SRC-2 ct: 1602; S1P3 antag: -9; PPARg SRC-1 ag: 3; Redox H2O2 prof: 0.3; L major viab: 17; bIAP act: 1; bIAP inh: 1; PPARg SRC-3 ag: 2; TLR4 MyD88 comp: -10

What do the screens show for `O=C(COc1cc(Cl)ccc1Cl)Nc1nnc(CC(=O)N2CCOCC2)s1`?
PPARg SRC-2 ag: 4; TR-FRET SRC-2 ct: 1424; S1P3 antag: -10; PPARg SRC-1 ag: 4; Redox H2O2 prof: -0.8; L major viab: -3; bIAP act: 0.9; bIAP inh: 8; PPARg SRC-3 ag: 13; TLR4 MyD88 comp: -7

Results for CCn1c(SCC(=O)N2CCN(c3ccc(F)cc3)CC2)nnc1-c1ccncc1 ?
PPARg SRC-2 ag: -9; TR-FRET SRC-2 ct: 1474; S1P3 antag: -28; ROMK mod: -0.32; PPARg SRC-1 ag: 3; Redox H2O2 prof: 0.4; L major viab: -3; bIAP act: 1; bIAP inh: 0; PPARg SRC-3 ag: -2; TLR4 MyD88 comp: 10

Results for COC(=O)CSc1nc2c(c(=O)n(C)c(=O)n2C)n1CCCc1ccccc1 ?
PPARg SRC-2 ag: 2; TR-FRET SRC-2 ct: 1433; S1P3 antag: 12; PPARg SRC-1 ag: 5; Redox H2O2 prof: -2.7; L major viab: -5; bIAP act: 1; bIAP inh: 0; PPARg SRC-3 ag: 3; TLR4 MyD88 comp: 7

Results for COC(=O)C1CCN(C(=O)NC2CCCCC2)CC1 ?
PPARg SRC-2 ag: 19; TR-FRET SRC-2 ct: 1551; S1P3 antag: -25; PPARg SRC-1 ag: 2; Redox H2O2 prof: 1.5; L major viab: -7; bIAP act: 0.8; bIAP inh: 17; PPARg SRC-3 ag: 16; TLR4 MyD88 comp: -8

Bioassay records (PubChem)
